# HEK293 cAMP ctrl: qHTS Assay for Agonists of the Thyroid Stimulating Hormone Receptor: Activators of Intracellular cAMP Concentrations in Parental HEK 293; parental HEK293 CNG cAMP sensor, membrane potential fluorescence; Potency, µM (doses to about 57.1 µM), without a hit: at the top dose activation, usual class: activators; hit rate 2.5% among 73,000; note: potency is the fitted concentration of half-maximal effect; % of control where 0% means no effect; nearly all actives have a fitted effect of over 55% in size
#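 Counterscreen for endogenous-receptor signalling: CNG-channel HEK 293 cells report cAMP rise by membrane depolarization. After 60 min dye equilibration with 100 uM RO 20-1724, compounds incubated 30 min before bottom-read fluorescence at 590 nm.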
# Ub-GFP proteasome: Ubiquitin-GFP Assay | Ubiquitin-GFP reporter cells, proteasome inhibition, GFP fluorescence; response scale: untreated = 0%, 10 µM MG-132 = 100% | Potency, µM (titrated, usually from 45.9 µM), for the others: at the top dose activation (GFP accumulation), actives largely listed as activators | 67,000 tested, under 10 active; active = well fitted activation curve with a large enough effect, not every such curve was filed as active; inconclusive = small, poorly fitted or top-dose-only effect, or another doubt; inactive = no such curve, though single readings can be large or run the other way; note: potency is the fitted concentration of half-maximal effect
#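 U2OS cells stably expressing ubiquitin(G76V)-GFP, seeded overnight in 0.5% FBS medium, were exposed to compounds (qHTS, 46 uM to 2.9 nM) for 4 hr at 37 °C. GFP-positive cells were counted by laser cytometry (488 ex/515 em), normalized between basal and 10 uM MG-132.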
# A350 fluor: qHTS Assay for Spectroscopic Profiling in A350 Spectral Region; Compound autofluorescence, 340/450 nm, Alexa 350 dye-equivalents; stronger effect = higher value; hit rate 11% among 59,000; AID 590, 2007; max dye-equivalent concentration, M; in the data active = max dye-equivalent concentration above about 10 nM; inconclusive = mostly about 1.1 nM to 9.6 nM
# BRCT PPI red: qHTS Assay for Inhibitors of BRCT-Phosphoprotein Interaction (Red Fluorophore) | BRCT-phosphopeptide binding, red fluorescence polarization | Potency, µM (top dose mostly 76.9 µM), for the others: at the highest dose activity change, negative = inhibition, actives largely listed as inhibitors | hit rate 0.03% among 75,000 | AID 892, 2007; note: % is set by controls: 0 for no effect and ±100 for the full control effect
#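 Rhodamine-labelled pBACH1 10-mer (100 nM) bound to BRCT domain (100 nM) at pH 7.3; compounds incubated 12 min room temperature, polarization read. Free peptide defines full inhibition; unlabelled decapeptide titrated as control.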
# Caspase-1 inhib: qHTS Assay for Allosteric/Competitive Inhibitors of Caspase-1. AID 900, 2007. hit rate 0.03% among 75,000. Caspase-1 enzyme, Ac-WEHD-AFC fluorogenic rate. Potency, µM (titrated, usually from 57.5 µM), without a hit: top-dose activity change, negative = inhibition, most hits filed as inhibitors. P29466;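 note: potency is the fitted concentration of half-maximal effect; plate controls were vehicle for no effect and no substrate for full effect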
# Fluorescein fluor: qHTS Assay for Spectroscopic Profiling in Fluorescein Spectral Region; AID 593, 2007; max fluorescein-equivalent concentration, M; hit rate 0.91% among 59,000; Compound autofluorescence, 480/540 nm, fluorescein-equivalent; stronger effect = higher value; in the data active = max fluorescein-equivalent concentration above about 10 nM; inconclusive = between about 1.1 nM and that limit
#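 Each compound is tested across a concentration series in 100 mM Tris buffer at pH 8.0. After 15 min at room temperature, plates are imaged with 480 nm excitation and 540 nm emission filters, and intensities are converted to fluorescein-equivalent values.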
# BRCT PPI green: qHTS Assay for Inhibitors of BRCT-Phosphoprotein Interaction (Green Fluorophore) | Breast cancer type 1 susceptibility protein (Homo sapiens), P38398 | BRCA1 BRCT-phosphopeptide binding, green fluorescence polarization | Potency, µM (highest dose often 76.9 µM), inactives show at the highest dose activity change, negative = inhibition, usual class: inhibitors | hit rate 0.05% among 75,000 | AID 875, 2007;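 note: potency is the fitted concentration of half-maximal effect; plate controls were peptide without protein for full effect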
#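 Fluorescence polarization: His-tagged BRCT (~35 kDa BRCA1 C-terminus, 250 nM) bound to 100 nM fluorescein-labeled phosphorylated 10-aa BACH1 peptide, pH 7.3 phosphate buffer with DTT and Tween 20. Compounds incubated 12 min at room temperature; inhibition read as lowered polarization.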
# USP2a inhib: qHTS Assay for Inhibitors of Ubiquitin-specific Protease USP2a; Ubiquitin carboxyl-terminal hydrolase 2 (Homo sapiens), O75604; USP2a enzymatic assay, qHTS inhibition; Potency, µM (doses to about 38.3 µM), without a hit: at the highest dose activity change, negative = inhibition, hits mostly inhibitors; hit rate 0.1% among 60,000;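 note: potency is the fitted concentration of half-maximal effect; nearly all actives have a fitted effect of over 60% in size; plate controls were DMSO for no effect and NEM full inhibition control for full effect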
#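 20 nM USP2 core + cpd, 30 min RT; add 20 nM Ub-PLA2/20 uM NBD C6-HPC; read Ex460/Em535 at 0 h and 2.5 h. Normalized to NEM; qHTS curve fit/classification.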
# 4-MU autofl: qHTS Assay for Spectroscopic Profiling in 4-MU Spectral Region; hit rate 11% among 59,000; max dye-equivalent concentration, M; compound autofluorescence, 340/450 nm, 4-MU equivalents; stronger effect = higher value; in the data active = max dye-equivalent concentration above about 10 nM; inconclusive = mostly about 1.1 nM to 9.6 nM
#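 Intrinsic fluorescence at 340/450 nm (ex/em) was read after 15 min at room temperature in pH 8.0, 100 mM Tris. Each compound concentration expressed as 4-MU-equivalent concentration from a six-point 4-MU standard series on each plate.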
# GFP derepression: qHTS Assay for Epigenetic Modulators; mouse C127i GFP locus derepression, cytometry, 30 h; hit rate 0.09% among 68,000; Potency, µM (top dose mostly 46.1 µM), for the others: top-dose GFP derepression (activation); note: % of control where 0% means no effect
#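 Murine C127i mammary cells carrying a silenced, stably integrated CMV-driven GFP reporter were treated with compound for 30 hours at 37 C. After PBS washes, GFP-positive cells were counted by laser-scanning microplate cytometry.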
# Caspase-7 inhib: qHTS Assay for Allosteric/Competitive Inhibitors of Caspase-7 | recombinant caspase-7, Ac-DEVD-AFC fluorescence rate | hit rate 0.02% among 75,000 | AID 889, 2007 | P55210 | Potency, µM (top dose mostly 57.5 µM), for inactives: at the highest dose activity change, negative = inhibition, most hits filed as inhibitors; active = well fitted inhibition curve with a large enough effect in the main read-out, with a control signal flat, not every such curve was filed as active; inconclusive = small, poorly fitted or top-dose-only effect, or a change in a side signal; note: potency is the fitted concentration of half-maximal effect; % of control where 0% means no effect
# * hit, by the source's call; i = inactive; ? = inconclusive; · = no result given; [ ] = dose if it differs, or a comment. Unless noted, calls come from the whole dose curve; as a rule, active = well fitted curve in the direction sought with a large enough effect; inconclusive = small, poorly fitted or top-dose-only effect, or another doubt; inactive = no such curve, though single readings can be large; an effect the other way counts as inactive or inconclusive. Only part of the results is shown. The share of hits here may be higher or lower than overall.
SMILES,HEK293 cAMP ctrl,Ub-GFP proteasome,A350 fluor,BRCT PPI red,Caspase-1 inhib,Fluorescein fluor,BRCT PPI green,USP2a inhib,4-MU autofl,GFP derepression,Caspase-7 inhib
NCCCc1c(-c2ccccc2)nc(N)[nH]c1=O,-3%[11.4 µM],-6%[9.17 µM],i,-0.1%[15.4 µM],1%[11.5 µM],?,-1.9%[15.4 µM],·,i,2%[9.22 µM],-1%[11.5 µM]
O=P(O)(CN1CCCCCC1)CN1CCCCCC1,14%,8%,·,1.1%,-4%,·,0.0%,-3%,·,-2%,-4%
Cc1ccc(-c2[nH]nc3c2C(c2cccnc2)C(C#N)=C(N)O3)cc1 (stereo not drawn),2%,-5%,?,0.3%,-1%,i,1.9%,8%,i,2%,2%
CCOC(=O)/C(C#N)=C1/CCCCCN1C,2%,2%,i,-1.4%,-2%,i,-1.1%,-3%,i,2%,0%
CC1CCCN(CC(=O)Nc2ccc(S(=O)(=O)NC3CCCCC3)cc2)C1 (stereo not drawn),14%,-4%,i,-1.0%,-1%,i,-1.2%,4%,i,-1%,0%
CCc1ccc2[nH]c(=O)c(CN(CCO)C(=O)NCc3ccccc3)cc2c1,?,0%,?,0.1%,-1%,i,1.9%,29%,i,-2%,-1%
COc1cc(NC(=O)C2CCCO2)c(C(=O)O)cc1OC (stereo not drawn),15%,-8%,i,0.2%,0%,i,-0.2%,0%,i,-1%,-5%
O=C(O)C(S)[C@@H](S)C(=O)O (stereo partly drawn),·,·,·,-6.8%,0%,·,-1.4%[3.08 µM],-19%,·,·,-9%
CCOC(=O)N1CCC(N2C(=O)c3ccccc3C2Nc2ccc3c(C)cc(=O)oc3c2)CC1 (stereo not drawn),8%,0%,·,1.4%,-13%,·,-0.8%,·,·,-2%,-28%
O=C(COc1ccc(Cl)cc1Cl)NC(=O)N1CCOCC1,-4%,1%,i,0.3%,1%,i,-2.9%,5%,i,5%,-2%
COc1ccc(CCNS(=O)(=O)c2cccc(S(=O)(=O)N3CCCC3)c2)cc1OC,28%,-4%,?,-2.8%,1%,?,-3.7%,-4%,?,2%,0%
C=C[C@](C)(O)CCC=C(C)C,·,·,·,0.5%,1%,·,-1.6%,-10%,·,·,0%
Cc1ccc(N2C(=O)C3C4C=CC(C4)C3C2=O)cc1 (stereo not drawn),0%,1%,i,-1.2%,-1%,i,-0.9%,-2%,i,-1%,1%
O=c1ccn([C@@H]2O[C@@H](COP(=O)(O)OP(=O)(O)O)[C@H](O)[C@@H]2O)c(=O)[nH]1,?,3%,i,2.3%,-2%,?,-4.2%,-1%,i,0%,-1%
COc1ccc(S(=O)(=O)N(C)CC(=O)Nc2ccc3c(c2)OCCO3)cc1OC,1%,2%,i,-2.8%,-3%,?,0.9%,4%,i,0%,-1%
Cc1ccc(C2CC(c3ccc(Cl)cc3)n3nc(N)nc3N2)cc1 (stereo not drawn),-5%,-2%,·,0.9%,2%,·,-0.2%,·,·,·,-1%
CCOC(=O)Cn1c(CN2CCOCC2)nc2c1c(=O)[nH]c(=O)n2C,13%,-10%,·,-1.0%,2%,·,-2.1%,·,·,·,1%
Cc1ccccc1NS(=O)(=O)c1cc(S(C)(=O)=O)ccc1Cl,7%,-8%,?,-0.2%,0%,?,-0.8%,-5%,i,0%,-3%
Cc1ccccc1C(=O)Nc1ccccc1,7%,7%,·,1.2%,2%,·,-2.2%,1%,·,3%,0%
CCOC(=O)CC(=O)Nc1ccc(C(=O)OCC)cc1,?,14%,·,-0.8%,-3%,·,-1.5%,2%,·,-2%,0%
CC(=O)Nc1nc2c(ncn2COCCOC(C)=O)c(=O)[nH]1,?,-2%,i,0.2%,3%,i,-1.8%,-3%,i,3%,0%
CCCn1c(C)nc2c(NCCCCN(CC)CC)nc(C)nc21,5%,-5%,·,0.6%,0%,·,-2.6%,·,·,·,0%
COc1ccc(OC)c(NC(=O)C2CCC(CNc3c(N4CCC(C)CC4)c(=O)c3=O)CC2)c1 (stereo not drawn),19%,-3%,·,-1.2%,-4%,·,-0.9%,·,·,-1%,-1%
COc1ccc(-c2noc(-c3ccco3)n2)cc1OC,-8%,4%,i,-3.4%,0%,?,-0.3%,2%,i,0%,0%
c1coc(Cn2nnnc2CN2CCN(C3CCCCC3)CC2)c1,19%,6%,i,0.7%,1%,i,1.8%,-7%,i,-3%,-1%
CC1(C)CC(=O)C2=C(C1)Oc1ncn(CCCO)c(=N)c1C2c1ccccc1 (stereo not drawn),17%,4%,?,-1.1%,-2%,i,-2.9%,-3%,i,0%,-1%
CN1C(=O)C(=C2CCCCCC2)SC1=S,?,·,i,-0.8%,-1%,i,0.1%,2%,i,4%,0%
O=C1OC(N2CCN(C(=O)c3ccco3)CC2)c2ccccc21 (stereo not drawn),3%,3%,?,-0.7%,1%,i,-1.9%,-3%,i,2%,1%
CCOc1ccc(-c2nn3c(-c4ccccc4)nnc3s2)cc1,?,-3%,i,-1.0%,-2%,i,0.9%,-16%,i,2%,-2%
COC1CCCCC1NS(=O)(=O)c1ccc(Cl)cc1 (stereo not drawn),-4%,-3%,·,-0.9%,0%,·,0.1%,·,·,-2%,0%
CSc1ccc(-c2c(C#N)c(N)nc3c2c(C)nn3-c2ccccc2)cc1,10%,-10%,3.6e-07M*,1.8%,?,?,7.7%,47%[activator],3.6e-07M*,18%,?
Cc1ccc(-n2nnc3c(SCC(=O)NCC4CCCO4)ncnc32)cc1 (stereo not drawn),16%,·,·,-0.1%,-3%,·,4.1%,·,·,·,-2%
COC(=O)c1ccc(C(=O)OC)c(NC(=O)CN2CCN(c3ccccc3OC)CC2)c1,?,4%,?,0.4%,-1%,i,-3.4%,23%,i,-2%,-3%
CCc1c(C(=O)N2CCOCC2)csc1C,1%,4%,i,0.3%,0%,i,-3.3%,0%,i,0%,-1%
CCN1CCCC1CNC(=O)Cn1cnc2ccc(S(=O)(=O)N3CCC(C)CC3)cc2c1=O (stereo not drawn),-2%,3%,i,-0.6%,-10%,i,1.2%,7%,i,0%,-1%
CC(=O)Nc1ccc(-n2c(C)nc(=O)c(-c3ccccc3)c2C)cc1,10%,-3%,i,2.4%,0%,i,-0.7%,1%,i,0%,0%
COc1ccc(OC)c(NC(=O)CCNS(=O)(=O)c2cccs2)c1,7%,6%,i,-0.4%,-1%,i,-0.8%,6%,i,2%,-1%

# Of the compounds above, seven contain an aryl methoxy group.
SMILES,HEK293 cAMP ctrl,Ub-GFP proteasome,A350 fluor,BRCT PPI red,Caspase-1 inhib,Fluorescein fluor,BRCT PPI green,USP2a inhib,4-MU autofl,GFP derepression,Caspase-7 inhib
COc1cc(NC(=O)C2CCCO2)c(C(=O)O)cc1OC (stereo not drawn),15%,-8%,i,0.2%,0%,i,-0.2%,0%,i,-1%,-5%
COc1ccc(CCNS(=O)(=O)c2cccc(S(=O)(=O)N3CCCC3)c2)cc1OC,28%,-4%,?,-2.8%,1%,?,-3.7%,-4%,?,2%,0%
COc1ccc(S(=O)(=O)N(C)CC(=O)Nc2ccc3c(c2)OCCO3)cc1OC,1%,2%,i,-2.8%,-3%,?,0.9%,4%,i,0%,-1%
COc1ccc(OC)c(NC(=O)C2CCC(CNc3c(N4CCC(C)CC4)c(=O)c3=O)CC2)c1 (stereo not drawn),19%,-3%,·,-1.2%,-4%,·,-0.9%,·,·,-1%,-1%
COc1ccc(-c2noc(-c3ccco3)n2)cc1OC,-8%,4%,i,-3.4%,0%,?,-0.3%,2%,i,0%,0%
COC(=O)c1ccc(C(=O)OC)c(NC(=O)CN2CCN(c3ccccc3OC)CC2)c1,?,4%,?,0.4%,-1%,i,-3.4%,23%,i,-2%,-3%
COc1ccc(OC)c(NC(=O)CCNS(=O)(=O)c2cccs2)c1,7%,6%,i,-0.4%,-1%,i,-0.8%,6%,i,2%,-1%
